High-throughput results: PubChem BioAssay, several laboratories
Rtt109 Vps75: inhibitors of Candida albicans Rtt109/Vps75 histone acetyltransferase; actives 0.16% (n = 330,000); Q5AAJ8; inhibition, % at 34.9 µM; purified Rtt109/Vps75, ThioGlo CoA-SH fluorescence, 4 h;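 active means inhibition of at least 50% in every replicate; inconclusive means best replicate reaches 50% inhibition but some replicates fall short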
Target sequence (Q5AAJ8 whole entry, looked up): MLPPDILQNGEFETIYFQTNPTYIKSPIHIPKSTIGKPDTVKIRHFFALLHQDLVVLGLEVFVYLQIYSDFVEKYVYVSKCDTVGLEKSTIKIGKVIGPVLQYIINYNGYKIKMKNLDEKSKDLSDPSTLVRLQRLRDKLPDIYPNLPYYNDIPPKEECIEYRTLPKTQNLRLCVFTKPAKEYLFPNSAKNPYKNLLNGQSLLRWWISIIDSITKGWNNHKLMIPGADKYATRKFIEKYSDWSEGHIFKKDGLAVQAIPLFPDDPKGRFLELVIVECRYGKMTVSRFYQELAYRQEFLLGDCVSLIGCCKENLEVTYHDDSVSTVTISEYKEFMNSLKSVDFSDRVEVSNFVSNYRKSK
HTR5A ag: HTR5A agonism, opioid heterodimer counter-screen | P47898 | HTR5A agonist assay, luminescence, cell-based | activation, % at 9.3 µM | actives 0.61% (n = 340,000) | AID 504692; in the data active means activation mostly above about 9.5%, no sharp cut-off; inactive means mostly below about 7.6%;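 further: 0% = cells with vehicle only and 100% = reference agonist; strong numbers were not always called active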
CDK5 p35 inh: inhibitors of human CDK5/p35 kinase; actives 0.01% (n = 330,000); inhibition, % at 10 µM; Q00535+Q15078; Recombinant CDK5/p35, ADP-Glo luminescence, 60 min;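 active means highest replicate inhibition of at least 50% and at least 75% of replicates reaching 50%; inconclusive means only one of the two criteria met; inactive means both criteria failed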;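 further: plate controls were DMSO neutral control for no effect and GW8510 at 10 µM for full effect; many of its hits are not listed in these tables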
Target sequence (Q00535 whole entry, looked up): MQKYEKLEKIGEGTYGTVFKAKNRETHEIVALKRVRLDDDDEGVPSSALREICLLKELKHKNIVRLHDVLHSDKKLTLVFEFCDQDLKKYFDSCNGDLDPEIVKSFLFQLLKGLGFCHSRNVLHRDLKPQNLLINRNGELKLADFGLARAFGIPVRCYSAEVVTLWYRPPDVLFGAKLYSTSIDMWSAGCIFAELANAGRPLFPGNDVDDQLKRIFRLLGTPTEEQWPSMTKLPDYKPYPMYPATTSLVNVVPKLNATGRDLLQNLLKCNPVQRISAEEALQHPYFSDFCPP
Target sequence (Q15078 whole entry, looked up): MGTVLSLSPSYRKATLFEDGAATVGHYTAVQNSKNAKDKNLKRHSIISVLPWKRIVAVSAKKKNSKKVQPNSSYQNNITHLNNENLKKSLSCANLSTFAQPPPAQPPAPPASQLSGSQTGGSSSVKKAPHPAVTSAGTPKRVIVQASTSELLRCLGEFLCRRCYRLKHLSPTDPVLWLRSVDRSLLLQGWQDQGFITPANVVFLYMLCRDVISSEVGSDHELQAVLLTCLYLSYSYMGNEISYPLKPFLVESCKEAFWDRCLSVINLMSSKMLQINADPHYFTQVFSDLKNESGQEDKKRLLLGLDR
SR-BI uptake up: enhances SR-BI lipid uptake from DiI-HDL | actives 0.096% (n = 320,000) | CHO ldlA[mSR-BI] cells, DiI-HDL uptake fluorescence, 3 h; 100 = double the neutral-control signal | AID 504775 | activation, % at 12.5 µM;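 active means mean replicate activation of at least 60% and every replicate at or above 60%; inconclusive means mean or all-replicate condition met, but not both; inactive means mean below 60% and not all replicates reaching 60%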;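 further: 0% = median plate neutral-control signal and 100% = twice that signal; values of inactives mirror those of a sister screen read the other way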
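Test system: SR-BI-overexpressing, LDLR-lacking CHO cells. Measured by: DiI fluorescence, bottom read. Medium: Ham's F12 with 0.5% BSA, HEPES 25 mM, pH 7.4. Timing: 3 h uptake period with compound, 37 °C.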
dFosB activator: mouse delta FosB homodimer activation; P13346; purified delta FosB, TAMRA-CDK5 oligo fluorescence polarization; percent of positive-control signal above neutral wells; activation, % at 25 µM; actives 0.99% (n = 340,000); AID 493131;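 active means mean activation above about 17%, with every replicate also reaching it, limit read from the data, passing the limit was not always enough; inconclusive means only one of the two conditions met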;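 further: fluorescence polarization rise as delta FosB binds a TAMRA Cdk5 AP-1 oligo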
PvdQ inh: P. aeruginosa PvdQ acylase inhibition; purified PvdQ acylase, fluorescence plate reader; inhibition, % at 10 µM; actives 0.063% (n = 340,000); in the data active means inhibition above about 30%, passing the limit was not always enough; inconclusive means no clear call, values can overlap the other calls;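 further: 0% = vehicle neutral wells and 100% = reference inhibitor wells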
SR-BI HDL uptake: blocks mouse SR-BI lipid uptake from DiI-HDL; Q61009; ldlA[mSR-BI] CHO cells, DiI-HDL uptake fluorescence, 3 h; inhibition, % at 12.5 µM; actives 0.96% (n = 320,000);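 active means mean replicate inhibition of at least 70% and a set share of replicates each scoring 70 or more; inconclusive means meets just one of the two criteria; inactive means fails both criteria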;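 further: 0% = median of neutral control wells and 100% = median of positive control wells; values of inactives mirror those of a sister screen read the other way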
MITF TRPM1 HTS: MITF TRPM1 promoter activation in melanoma cells; SK-MEL-5 TRPM1-promoter luciferase, 24 h; % of positive control, neutral wells = 0; activation, % at 12.5 µM; actives 0.75% (n = 300,000);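 active means mean activation of at least 80% with every replicate also reaching 80%; inconclusive means mean reaches 80% but some replicate falls short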;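 further: 0% = neutral control wells and 100% = parthenolide positive control wells; values of inactives mirror those of a sister screen read the other way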
cardiac RTF act: increases calcium sensitivity of human cardiac regulated thin filaments; P19429+P45379; IANBD-labeled TnC RTF fluorescence at EC20 calcium; 0% EC20 calcium, 100% full calcium; activation, % at 7.2 µM; actives 0.24% (n = 340,000);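 active means activation above the mean over all tested compounds plus 3 SD, cut at about 30% in these data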;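 further: rise in fluorescence read as greater calcium sensitivity of cardiac thin filaments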
Wnt act: Wnt/beta-catenin pathway activation. Wnt/beta-catenin reporter cell assay, activator, plate reader. activation, % at 9.35 µM. actives 1.2% (n = 300,000); in the data active means activation above about 30%, passing the limit was not always enough; inconclusive means no clear call, values can overlap the other calls;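 further: 0% = neutral control wells and 100% = positive control wells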
Active calls of the source: *; ? = inconclusive; · = not tested or not shown.

SMILES	Rtt109 Vps75	HTR5A ag	CDK5 p35 inh	SR-BI uptake up	dFosB activator	PvdQ inh	SR-BI HDL uptake	MITF TRPM1 HTS	cardiac RTF act	Wnt act
CC1=N/C(=C/c2cc(Br)cc(Br)c2O)C(=O)O1	5	5	-1.2	-5	4	-12	5	·	0	-1
CCOCCc1nnc(NC(=O)CN2C(=O)c3ccccc3C2=O)s1	-1	6	0.3	6	-4	6	-6	-13	-1	1
CCCn1c(SCC(=O)Nc2nonc2C)nnc1-c1ccoc1C	-4	2	-0.1	-3	-2	0	3	-2	-1	·
Cc1cc(N/N=C2\CC(C)CC(C)(C)C2)nc2ccccc12 (configuration not stated)	8	-3	0.9	-18	1	19	18	1	1	6
COc1ccc(NS(=O)(=O)c2cccc(NC(=O)NC3CCCCC3)c2)cc1	12	-12	0.2	·	-3	-2	·	-23	-8	13
COC(=O)c1ccc(Cl)c(NC(=O)CSc2nnc(-c3ccncc3)o2)c1	-9	-1	-0.7	26	-3	1	-26	-7	-4	1
Cc1nn(CC(=O)Nc2ccccc2)c(=O)c2ccccc12	-5	-6	0.4	-6	-6	2	6	5	-6	-5
COC(=O)[C@H](Cc1c[nH]c2ccccc12)NC(=O)CCCc1c[nH]c2ccccc12	0	4	0.7	-1	-16	-20	1	-7	-4	3
Cc1ccc(NC(=O)N2CCc3ccccc3C2)c(C)c1	-1	3	-3.8	-8	-2	-4	8	25	-3	15
COc1ccc(CCNC(=O)c2ccc(COc3ccccc3OC)o2)cc1	-4	3	0.3	-29	-7	21	29	-6	0	2
O=C(CCNS(=O)(=O)c1ccc2c(c1)CCC(=O)N2)Nc1ccc2c(c1)OCCO2	0	7	-2.0	38	-5	0	-38	·	9	-10
O=C(Nc1cccc(C(F)(F)F)c1)C1(c2ccccc2)CC1	4	6	1.3	-2	-2	6	2	4	-3	·
COC(=O)c1sc(NC(=O)c2ccc([N+](=O)[O-])o2)c(C#N)c1C	2	-3	0.9	·	-7	8	·	-41	-3	13
CC(C)c1ccc(-n2cnn(-c3ncccc3[N+](=O)[O-])c2=O)cc1	3	-3	0.4	-4	-8	-16	4	5	-2	9
O=C(Nc1ccc2c(c1)OCCO2)c1ccc(Br)cc1	-1	-1	1.1	-25	-3	6	25	45	-9	10
COc1ccc(Nc2nc(C)nc3c2nnn3Cc2ccccc2Cl)c(OC)c1	-1	5	-0.4	-16	2	-8	16	-6	7	0
COc1ccc(NC(=O)c2cc(-c3ccco3)on2)cc1	3	6	2.2	-4	10	-17	4	92*	-2	42*
CC(C)c1nnc(NC(=O)c2nc(S(=O)(=O)Cc3ccc(F)cc3)ncc2Cl)s1	19	-3	-0.5	17	-3	-15	-17	-73	5	3
CN(C)CCCn1c(SCC(=O)Nc2nc(-c3cccc(Br)c3)cs2)nc2ccccc2c1=O	5	5	1.6	·	-312	-14	·	-62	3	4
CCOc1ccc(N2CC(C(=O)Nc3nnc(Cc4ccc(OC)c(OC)c4)s3)CC2=O)cc1 (configuration not stated)	7	6	1.1	-17	-11	-15	17	6	2	-1
CCC(C)[C@H](NC(=O)[C@@H]1CSC2c3ccccc3C(=O)N21)C(=O)NCC1CCCO1 (some centres not stated)	6	-1	0.1	6	-3	-5	-6	2	4	0
COc1cccc(CNC(=O)c2nnn(CC(=O)Nc3cc(Cl)ccc3C)c2N)c1	-4	1	-0.3	2	70*	9	-2	-6	-4	-5
O=C(/C=C/c1ccccc1)NNc1ccc(Cl)cc1	-4	-5	-0.9	23	-8	-6	-23	0	9	0
NC(=S)N=Nc1c(O)n(Cc2ccc(F)cc2)c2ccccc12	·	10	-1.4	2	11	-2	-2	-4	-4	-4
O=C1CCC(CCc2nc3ccccc3[nH]2)(c2ccccc2)C(=O)N1 (configuration not stated)	-7	-3	-0.5	6	-9	-12	-6	-7	-2	-4
CCOc1ccc(N(CC(=O)Nc2ccc(C)c(Cl)c2)S(C)(=O)=O)cc1	2	2	1.3	40	-10	1	-40	27	-4	0
CCN(C(=O)COC(=O)C1=COCCO1)c1c(N)n(Cc2ccccc2)c(=O)[nH]c1=O	11	-2	-1.2	·	2	-1	·	0	10	-3
NS(=O)(=O)c1cc(C(=O)OCC(=O)NNC(=O)c2ccccc2)ccc1Cl	-7	-2	0.5	15	5	-5	-15	2	2	-3
O=C(c1cc2ccccc2oc1=O)N1CCN(S(=O)(=O)c2ccccc2)CC1	-3	6	0.4	23	-5	-8	-23	5	3	1
Cn1ncc(C#N)c1NC(=O)c1cc(-c2ccccc2Cl)on1	-14	1	-1.0	21	-3	-4	-21	7	3	-4
CCc1nnc(NS(=O)(=O)c2ccc(N3C(=O)C4CC=C(Cl)CC4C3=O)cc2)s1 (configuration not stated)	-1	-2	-3.8	12	0	-14	-12	·	-4	7
COc1cccc(C(=O)NCc2ccc3c(c2)cc(C)n3C)c1	-4	6	0.9	25	-15	5	-24	-11	8	0
Cc1ccc(-c2[nH]c3cc(C(N)=O)ccc3c(=O)c2O)cc1	-11	12	-1.1	4	2	-11	-4	-10	-3	-3
COc1ccc(C(=O)c2ccc3oc(-c4ccc(OC)cc4)c(-c4ccc(O)cc4)c3c2)cc1	10	3	1.2	-48	-2	-5	48	3	5	-7
O=C(Nc1cccc2c1C(=O)NC2=O)c1ccccc1[N+](=O)[O-]	-5	-5	1.5	·	-3	-1	·	-17	-1	2
COc1ccc(N(CC(O)Cn2nnc3ccccc32)S(=O)(=O)c2ccc(C)cc2)cc1 (configuration not stated)	·	0	0.9	3	-14	0	-3	10	13	-1
Cc1cc(C)nc(SCc2nnc(SCc3ccccc3Cl)o2)n1	-2	2	-0.5	-18	-10	-8	18	8	0	-4
COc1ccc(C2/C(=C(/O)c3ccc(C)cc3)C(=O)C(=O)N2CC2CCCO2)cc1OC (configuration not stated)	-6	-1	0.2	9	-2	9	-9	4	-6	0
Cc1ccn2c(C(=O)c3ccc(Cl)cc3)cnc2c1	2	0	1.7	-16	-15	-9	16	?	-4	43*
COCCNC(=O)C(c1cccs1)N(Cc1cccs1)C(=O)Cn1nnc2ccccc21 (configuration not stated)	-13	-3	0.6	-11	7	-12	11	7	-11	·
O=C(NCC(=O)N(Cc1cccs1)C(C(=O)NC1CCCCC1)c1cccnc1)c1ccco1 (configuration not stated)	1	4	-1.1	-3	-7	-14	3	·	9	·
CC1CC(C)CN(C(=O)CSc2nnc(-c3ccco3)o2)C1 (configuration not stated)	2	-9	0.5	4	-15	-11	-4	7	2	-4
O=C(N/N=C/c1ccco1)c1cc(Br)ccc1OCc1ccccc1	2	3	3.2	-9	3	-5	9	-5	-6	·
CN(C1CCCCC1)S(=O)(=O)c1cccc(C(=O)OCC(=O)NC2CCCc3ccccc32)c1 (configuration not stated)	-25	6	-1.4	-54	4	-7	54	4	-3	·
O=C(c1ccc(F)cc1)N1CCC(C(=O)N2CCN(S(=O)(=O)c3cccc(Cl)c3)CC2)CC1	1	-9	1.0	-17	-9	-6	17	1	2	0
CCOc1ccc(-c2ccc(SCC)nn2)cc1	3	0	7.1	-18	-6	5	18	25	6	6
CC(=O)N1N=C(c2ccc3nccnc3c2)CC1c1ccccc1 (configuration not stated)	3	0	2.0	8	1	-8	-8	-8	-8	-7
COc1ccc(N=C2S/C(=C\c3ccc(C)s3)C(=O)N2CC(C)C)cc1	4	-3	-2.5	7	-3	-10	-7	-6	-1	·
OC1(C#Cc2c(-c3ccsc3)oc3ccc(N4CCOCC4)cc23)CCCCC1	-8	7	-2.0	-30	13	-13	30	-3	2	-6
COc1ccc(NC(=O)CN(C)C(=O)CCCc2c[nH]c3ccccc23)cc1	-7	2	0.8	-3	-8	-5	3	-15	-7	0
Cc1ccc(C2(C)NC(=O)N(CC(=O)NNC(=O)c3ccccc3F)C2=O)cc1 (configuration not stated)	-3	-3	0.0	22	-6	-7	-22	18	-2	1
Oc1ccc(C2CNCc3sccc32)cc1O (configuration not stated)	6	4	0.1	-4	5	-1	4	1	-4	-1
C/C=C(/C)C(=O)O[C@@H]1c2c(ccc3ccc(=O)oc23)O[C@@H]1C(C)(C)OC(C)=O	-6	7	2.0	60	0	3	-60	6	-7	-1
CCOC(=O)c1ccc(-n2nc(C)cc2C)cc1	0	0	1.8	-9	-2	7	9	7	4	10
Cc1cccc(C)c1Nc1nnc(SCC(=O)Nc2sccc2C#N)s1	14	-1	-0.8	3	-19	16	-3	-8	1	-4
CC(C)(C)C(=O)Nc1ccc2c(c1)OCCOCCOc1cc(NC(=O)C(C)(C)C)ccc1OCCOCCO2	-3	-3	-1.2	-1	-14	-8	1	14	-1	0
Cc1ccc(C)c(NC(=O)CSc2ccc(-c3cccs3)nn2)c1	9	-4	-0.6	12	3	2	-12	-6	-6	-13
CCCCOc1ccc(CSC(=N)N)cc1[N+](=O)[O-]	13	3	2.0	2	-3	-28	-2	6	-1	·
CC(Sc1ccc(S(=O)(=O)N2CCCC2)cn1)C(N)=O (configuration not stated)	-20	4	-0.8	12	-3	-5	-12	-5	4	-2
CC(=O)Oc1c(C)cc(Cl)cc1C(=O)Nc1ccc([N+](=O)[O-])cc1Cl	2	5	-0.3	-24	-7	-9	24	-50	6	-27
(continued)
SMILES	Rtt109 Vps75	HTR5A ag	CDK5 p35 inh	SR-BI uptake up	dFosB activator	PvdQ inh	SR-BI HDL uptake	MITF TRPM1 HTS	cardiac RTF act	Wnt act
Cc1[nH]n(-c2ccccc2)c(=O)c1/C=N/N1CCOCC1	6	-2	0.0	1	3	-10	-1	9	0	2
O=S(=O)(Nc1ccc(S(=O)(=O)Nc2nccs2)cc1)c1ccc2c(c1)OCCO2	10	-6	0.9	10	-7	2	-10	-12	-6	-9
O=C(c1ccc(Cl)c(Cl)c1)N1CCC(=O)N(C(COCc2ccccc2)Cc2ccccc2)CC1 (configuration not stated)	-2	0	-0.4	-27	6	1	27	-9	-10	6
Cc1nc(NC(=O)c2cncc(Br)c2)ccc1Br	-1	1	0.3	-8	6	-17	8	78	3	4
COc1cc(C=NOC(=O)Nc2ccccc2)cc(OC)c1OC	0	2	0.0	-38	-6	-10	38	11	-1	3
Cc1nn(CC(=O)N2CC(=O)Nc3ccccc32)c(C)c1[N+](=O)[O-]	·	0	-1.1	15	-5	-15	-15	-2	2	-2
O=C(Nc1cccc([N+](=O)[O-])c1)c1cc(S(=O)(=O)Nc2ccccn2)ccc1Cl	-5	2	0.7	-5	0	-3	5	1	1	-1
Cc1ccc(-c2cc(N)n(-c3ccccc3)n2)cc1	1	0	·	13	-5	2	-13	93*	-9	·
CCCn1c2ccc(/C(C)=N\O)cc2c2cc(/C(C)=N/O)ccc21	3	10	0.4	-101	-2	-15	101*	9	-1	·
